From PubChem BioAssay
TAG inh – inhibitors of triacylglycerol accumulation. H9c2 cells, Nile Red lipid (TAG) fluorescence; cells loaded with 200 µM oleic acid. inhibition, % at 12.5 µM. 0.66% of 230,000 active. AID 651582;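 active means pattern-corrected inhibition of lipid staining of at least 50% with the nuclear-stain viability signal not falling by more than 50%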;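 further: 0% = DMSO wells and 100% = triacsin C control wells; some results filed as inactive read as strong as hits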
TAG inh DAPI viability – recorded beside TAG inh, whose call it bears; DAPI nuclei signal change (viability), lower = more cytotoxic, %;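 whole-well DAPI fluorescence read on a plate reader as a viability signal; minus 50 percent equals half of cells still viable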
Numbers without * were called inactive. The list is partial; the hit share may differ from the screen's.

SMILES	TAG inh	TAG inh DAPI viability
COc1cccc(C2=NN(C(=O)c3ccco3)C(c3ccco3)C2)c1 (configuration not stated)	-13	6
CC(=O)NCCC(=O)N1CCCC(C(=O)c2ccc3c4c(cccc24)CC3)C1 (configuration not stated)	-6	13
CCc1nc2c(OCc3cccc(Cl)c3)cccn2c1N(C)C(=O)Nc1ccccc1OC	17	1
Cc1ccc(O)c(NC(=S)NC(=O)COc2ccc(Br)cc2)c1	-18	4
COc1ccc(NCc2ccc([N+](=O)[O-])s2)cc1	9	0
O=C1C2C3C=CC(O3)C2C(=O)N1Cc1ccncc1 (configuration not stated)	4	9
CC/C(=N\NC(N)=O)c1ccc(OC)c(OC)c1	-2	9
O=C(CN1C(=O)NC2(CCCC2)C1=O)OCCOc1ccc(Cl)cc1Cl	-10	-4
CC(=O)Nc1ccc(-c2ccnc3c2CC(C)(C(=O)NCC2CC2)O3)cc1 (configuration not stated)	4	-8
O=C(Nc1ccccc1N1CCN(C(=O)c2ccccc2)CC1)c1ccc(Br)o1	-3	3
CC1CCCCC1NC(=O)CCCn1c(=S)[nH]c2ccccc2c1=O (configuration not stated)	-2	6
NS(=O)(=O)c1ccc(N2CCOCC2)c(C(=O)NCc2ccc3c(c2)OCO3)c1	6	-9
CC(CC(=O)O)CC(=O)NNC(=O)c1cccc(Br)c1 (configuration not stated)	3	-4
CCN1C(=O)CSC1=Nc1ccc(OC)cc1	-12	-3
O=C(CCCCn1c(=O)[nH]c2ccccc2c1=O)NCc1ccc2c(c1)OCO2	-6	10
Cc1c(C(=O)N/N=C/C(C)C)[nH]c2c([N+](=O)[O-])cccc12	-3	2
CN(C)S(=O)(=O)c1ccc(Cl)c(NC(=O)COC(=O)CCC(=O)c2cccs2)c1	2	-5
CCC(C)c1ccc(NC(=O)Nc2cccnc2)cc1 (configuration not stated)	6	3
COc1ccc(CN2CC(=O)N(c3ccccc3C)C2=S)cc1OC	-1	6
CN(CCCC(=O)NCc1ccc2c(c1)OCO2)S(=O)(=O)c1ccc([N+](=O)[O-])cc1	15	-2
Cc1ccc(S(=O)(=O)Nc2nc(C)c(C(=O)NN)s2)cc1	8	0
Cn1c(NC(=O)c2ccccc2F)c(-c2cccs2)c(=O)c2ccccc21	11	-7
O=C(Nc1ccccc1)c1ccc(CSc2ccccn2)cc1	7	-1
COC(=O)c1c(NC(=O)COC(=O)c2ccccc2O)sc2c1CCCCC2	-14	14
Cc1ccc(S(=O)(=O)N(Cc2ccc(F)cc2)C(=O)N2CCN(C)CC2)cc1	-22	5

The closing three entries of the part before are carried over, then new ones follow:
SMILES	TAG inh	TAG inh DAPI viability
O=C(Nc1ccccc1)c1ccc(CSc2ccccn2)cc1	7	-1
COC(=O)c1c(NC(=O)COC(=O)c2ccccc2O)sc2c1CCCCC2	-14	14
Cc1ccc(S(=O)(=O)N(Cc2ccc(F)cc2)C(=O)N2CCN(C)CC2)cc1	-22	5
O=C(OCc1cn([C@H]2CN(Cc3cccs3)[C@@H](c3ccccc3)C[C@@H]2O)nn1)c1ccccc1	-25	-2
CCCOc1cccc(-c2nc3ccccc3c(=O)o2)c1	5	5
N#CC1=C(SCC(=O)c2ccccc2)NC2=C(C(=O)CCC2)C1c1ccco1 (configuration not stated)	49	-25
Cc1c(C)c2cc3c4c(oc3c(C)c2oc1=O)CCCC4	-9	13
COc1ccc(CCNC(=O)COC(=O)c2ccc(S(=O)(=O)N3CCCC3)cc2)cc1OC	-14	-2
Cn1c2c(c(=O)n(C)c1=O)C(c1cccc(F)c1)C(C#N)=C(N)O2 (configuration not stated)	2	-9
CCCCCN=C(N)N/N=C/c1c[nH]c2ccc(OC)cc12	124	-56
O=C(/C=N/O)NCc1ccncc1	4	-12
COc1ccc(OC)c(S(=O)(=O)N2CCC(c3nc4ccccc4[nH]3)CC2)c1	-13	-9
Cc1ccc(C(=O)c2cn[nH]c2-c2ccccc2O)cc1	-22	35
C=CCNC(=O)c1onc(CSc2ccc(F)c(F)c2)c1C(=O)NCC=C	-17	-12
Cc1c(NC(=O)C(C)OC(=O)CCc2c[nH]c3ccccc23)c(=O)n(-c2ccccc2)n1C (configuration not stated)	-20	-1
O=C(CSc1ccc(Cl)cc1)NC1CC1	-17	4
CCOC(=O)c1c(C)[nH]c(N=Nc2ccccc2Cl)c1C	11	-6
CCCC(=O)Nc1ccc(NC(=O)c2cc3ccccc3o2)c(OC)c1	32	-2
O=C(CCS(=O)(=O)c1cccc2nonc12)N1CC(=O)N(CCc2ccccc2)C(=O)C1	-9	-1
O=S(=O)(c1cccc2cccnc12)N1CCCc2ccccc21	11	-16
COc1cc(C(=O)OC2CCCCC2=O)cc(OC)c1C (configuration not stated)	10	-1
Cc1nn(-c2ccccc2)c(C)c1NC(=O)COC(=O)CCOc1ccccc1	6	-3
Cc1ccc(Cn2c(NC(=O)c3ccco3)nc3ccccc32)cc1	-4	-11
Cc1nc2cc(F)ccc2n1C1CCN(S(=O)(=O)c2ccccc2)CC1	23	-6
CC1=NN(c2cc(Cl)c(S(=O)(=O)O)cc2Cl)C(=O)C1	13	1
O=C(C1=C[C@@H](C2CCCCC2)C[C@@H](OCc2ccc(CO)cc2)O1)N1CCOCC1	5	-4
CCOC(=O)N1CCN(S(=O)(=O)CCNC(=O)c2ccc(F)cc2)CC1	-16	3
Nc1c(C(=O)c2ccccc2)sc2nsc(SCCN3CCOCC3)c12	-1	-6

Carrying on.
SMILES	TAG inh	TAG inh DAPI viability
CCn1cc(C(=O)Nc2ccc3c(c2)OCCO3)c2cc(OC)c(OC)cc2c1=O	11	5
CC1Cc2ccccc2N1C(=S)Nc1cccc(S(=O)(=O)N(C)C)c1 (configuration not stated)	-22	7
COc1cc(C)c(NC(=O)c2cccc(S(=O)(=O)N3CCCC3)c2)cc1OC	9	0
O=C(N/N=C/c1ccc([N+](=O)[O-])cc1)c1cccc(N2CCCC2=O)c1	0	3
O=C(Nc1ccn(CCCNCc2cccc3ccccc23)c(=O)n1)OCc1ccccc1	14	8
O=C(Cc1ccc(S(=O)(=O)N2CCOCC2)s1)NCCc1ccc(F)cc1	2	-7
Cc1ccc(N(C(=O)Cc2cccs2)C2C=CS(=O)(=O)C2)cc1Cl (configuration not stated)	-9	2
C[C@@H]1CN([C@@H](C)CO)C(=O)c2cc(NC(=O)CCC(F)(F)F)ccc2O[C@H]1CN(C)S(=O)(=O)c1ccc(Cl)cc1	3	-7
C(#CCN1CCOCC1)CCCN1CCOCC1	1	11
CC(=O)c1ccc(NC(=O)CSC(=S)N2CCCC2)cc1	5	-18
COc1ccc(S(=O)(=O)N(C)CC(=O)NCc2cccnc2)cc1C	-14	5
Cc1c(C(=O)O)c(=O)n(-c2ccccc2)n1-c1ccccc1	6	-3
COc1ccc(OC)c(/C=N/Nc2cc(C)nc(N3CCOCC3)n2)c1	8	11
CCOC(=O)c1c(C)[nH]c(C)c1C(=O)COc1ncnc2cc([N+](=O)[O-])ccc12	-2	6
O=C(NNC(=O)c1cccs1)c1ccc(Cl)c(S(=O)(=O)N2CCCC2)c1	-7	0
COc1ccc(CN(C)C(=O)C(Cc2ccccc2)NC(=O)c2ccccc2)cc1F (configuration not stated)	3	33
Cn1c(N)c(C(=O)COC(=O)c2ccc3c(c2)C(=O)N(c2ccc(Cl)cc2)C3=O)c(=O)n(C)c1=O	5	-9
CCOc1ccccc1-c1nc(CN2CCC(C(=O)N3CCOCC3)CC2)c(C)o1	-6	1
O=C1CCc2cc(S(=O)(=O)N3CCC(C(=O)NC4CCCCCCC4)CC3)ccc2N1	6	1
Cc1[nH]c(=O)nc(NN=Cc2ccc(Cl)cc2)c1C(=O)Nc1ccc(Cl)cc1	21	5
CC(=O)Nc1ccc(NC(=O)C(C)OC(=O)C2CCN(S(=O)(=O)c3cccs3)CC2)cc1 (configuration not stated)	3	-3
CC(=O)CCc1c[nH]c2c(C(=O)O)cccc12	3	4
Nc1ccccc1NC1CCCCC1	23	2
CC1=C(C(=O)Nc2ccccc2F)C(c2cccs2)C2=C(CCCC2=O)N1 (configuration not stated)	-1	1
CN(C(=O)CSc1nnnn1-c1ccc(O)cc1)C1CCS(=O)(=O)C1 (configuration not stated)	14	-9

Following part
SMILES	TAG inh	TAG inh DAPI viability
CC1(C)Cc2c(C#N)c(NCCc3ccccc3)nc(-c3ccco3)c2CO1	14	50
Cc1cc(C)c(C#N)c(SCc2ccc(C#N)cc2)n1	-12	13
COc1ccc(N2Nc3n[nH]c(N)c3N2)cc1	8	-6
CC(C)c1ccc(NC(=O)C(c2ccc3c(c2)OCO3)N2CCN(C(=O)c3ccco3)CC2)cc1 (configuration not stated)	-5	8
CCOC(=O)O[C@]1(C(=O)COC(=O)CC)CC[C@H]2[C@@H]3CCC4=CC(=O)C=C[C@]4(C)[C@H]3[C@@H](O)C[C@@]21C	3	4
CC(NC(=O)C1CCN(S(=O)(=O)c2ccccc2)CC1)c1ccccc1 (configuration not stated)	3	2
O=C(CNC(=O)c1ccc(Cl)c([N+](=O)[O-])c1)OC1CCCCC1=O (configuration not stated)	1	-1
O=C(O)CS(=O)(=O)c1ccc(C(F)(F)F)cn1	8	-9
CN1OC[C@@H]2CN(S(=O)(=O)c3ccccc3)[C@H](c3cccc(Br)c3)C[C@@H]21	-15	10
CCOC(=O)N1CCc2c(sc(NC(=O)CCS(=O)(=O)c3ccccc3)c2C(N)=O)C1	1	0
CCSC1=NC(=O)/C(=C2/C=Cc3ccccc3N2CC)S1	20	-5
Cn1c2ccccc2c2ncn(CCCN3CCOCC3)c(=O)c21	-9	6
OCCN1CCN(C2CCC(c3ccc(F)cc3)c3ccc(F)cc32)CC1 (configuration not stated)	-17	24
COc1ccc(C2=NN(C(=O)CCCC(=O)O)C(c3cn(-c4ccccc4)nc3-c3ccccc3)C2)cc1 (configuration not stated)	4	-4
COc1ccc(NC(=O)N2CCCC2C(=O)NCc2ccc(C)cc2)cc1 (configuration not stated)	7	-2
O=C1CCCC/C=C\C[C@H](CC(=O)N(CCO)Cc2ccccc2)C(=O)N2CCC[C@@H]2CO1	-1	-4
Cc1cc(S(=O)(=O)N2CC(=O)N(CCc3ccccc3)C(=O)C2)ccc1F	-6	2
C=C(C)COc1ccc(-c2nc(N)ncc2Oc2ccc(OC)cc2)c(O)c1	-15	-17
COc1ccc(NC(=O)c2cc(-c3cc(F)ccc3OC)n[nH]2)c(C)c1	23	1
CC1CCCCC1NC(=O)c1ccc(CSc2nc3ccncc3[nH]2)cc1 (configuration not stated)	6	5
O=C(NCCCN1CCCC1)Nc1cccc2ccccc12	14	-2
Cn1c(=O)oc2cc(C(=O)c3ccccc3)ccc21	3	5
CCCCC(=O)OCC(=O)Nc1cccc(S(=O)(=O)NC2=NCCCCC2)c1	-1	1
Cc1onc(-c2c(F)cccc2Cl)c1C(=O)N1CCN(c2ncccn2)CC1	-20	-3
O=C1CC(=C(c2ccccc2)c2ccccc2)C(=O)N1CCN1CCN(c2cccc(Cl)c2)CC1	-18	-6

Structural class: the compounds so far with a COOH group
SMILES	TAG inh	TAG inh DAPI viability
CC(CC(=O)O)CC(=O)NNC(=O)c1cccc(Br)c1 (configuration not stated)	3	-4
Cc1c(C(=O)O)c(=O)n(-c2ccccc2)n1-c1ccccc1	6	-3
CC(=O)CCc1c[nH]c2c(C(=O)O)cccc12	3	4
O=C(O)CS(=O)(=O)c1ccc(C(F)(F)F)cn1	8	-9
COc1ccc(C2=NN(C(=O)CCCC(=O)O)C(c3cn(-c4ccccc4)nc3-c3ccccc3)C2)cc1 (configuration not stated)	4	-4

Some of the entries so far, with two lines to a compound.
The line under a structure holds: TAG inh	TAG inh DAPI viability
> CN(C(=O)CSc1nnnn1-c1ccc(O)cc1)C1CCS(=O)(=O)C1 (configuration not stated)
    14	-9
> CC1(C)Cc2c(C#N)c(NCCc3ccccc3)nc(-c3ccco3)c2CO1
    14	50
> Cc1cc(C)c(C#N)c(SCc2ccc(C#N)cc2)n1
    -12	13

Additional results
SMILES	TAG inh	TAG inh DAPI viability
OC(c1ccc(Cl)cc1)c1ncc(-c2cccc(C(F)(F)F)c2)[nH]1 (configuration not stated)	-46	14
COc1cccc(/C(O)=C2/C(=O)C(=O)N(CCN(C)C)C2c2ccc(Br)cc2)c1 (configuration not stated)	-6	-2
O=S(=O)(NCC(O)COCc1ccco1)c1cccs1 (configuration not stated)	-4	-5
Cc1cc(NC(=O)CCC(=O)N(Cc2ccco2)C(C)(C)C(=O)NC2CCCCC2)no1	22	16
COc1ccc(COC(=O)c2ccc(Cl)c(S(=O)(=O)N3CC(C)OC(C)C3)c2)cc1 (configuration not stated)	-47	9
Nc1ccc2c3c(cccc13)CC2	-18	7
O=C(/C=C/c1ccccc1)NCc1ccco1	15	-8
NC(=O)N/N=C/c1ccc(-c2ccc(S(=O)(=O)Nc3ncccn3)cc2)o1	-1	-1

Seven successive records already listed, for reference:
SMILES	TAG inh	TAG inh DAPI viability
COc1cccc(/C(O)=C2/C(=O)C(=O)N(CCN(C)C)C2c2ccc(Br)cc2)c1 (configuration not stated)	-6	-2
O=S(=O)(NCC(O)COCc1ccco1)c1cccs1 (configuration not stated)	-4	-5
Cc1cc(NC(=O)CCC(=O)N(Cc2ccco2)C(C)(C)C(=O)NC2CCCCC2)no1	22	16
COc1ccc(COC(=O)c2ccc(Cl)c(S(=O)(=O)N3CC(C)OC(C)C3)c2)cc1 (configuration not stated)	-47	9
Nc1ccc2c3c(cccc13)CC2	-18	7
O=C(/C=C/c1ccccc1)NCc1ccco1	15	-8
NC(=O)N/N=C/c1ccc(-c2ccc(S(=O)(=O)Nc3ncccn3)cc2)o1	-1	-1
